# E-sel inducer: E-selectin induction in HUVECs, primary screen, imaging, HUVEC, immunofluorescence imaging, single point. P16581. normalized: neutral wells 0, TNF-alpha wells 100. activation, % at 7.58 µM. hit rate 0.37% among 260,000. AID 686992, 2013;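 active = mean E-selectin-positive cell signal at least 10% of the positive control, reached in at least 60% of replicates, without over 20% cell loss; inconclusive = no rule given, readout overlaps actives, possibly toxicity-flagged; inactive = the rest, including those meeting only one limit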;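 also: in these data hits start at about 27%; measured in HUVEC primary endothelial cells; signal is the percent of cells scored E-selectin positive by PE staining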
# Target sequence (P16581 whole entry, looked up): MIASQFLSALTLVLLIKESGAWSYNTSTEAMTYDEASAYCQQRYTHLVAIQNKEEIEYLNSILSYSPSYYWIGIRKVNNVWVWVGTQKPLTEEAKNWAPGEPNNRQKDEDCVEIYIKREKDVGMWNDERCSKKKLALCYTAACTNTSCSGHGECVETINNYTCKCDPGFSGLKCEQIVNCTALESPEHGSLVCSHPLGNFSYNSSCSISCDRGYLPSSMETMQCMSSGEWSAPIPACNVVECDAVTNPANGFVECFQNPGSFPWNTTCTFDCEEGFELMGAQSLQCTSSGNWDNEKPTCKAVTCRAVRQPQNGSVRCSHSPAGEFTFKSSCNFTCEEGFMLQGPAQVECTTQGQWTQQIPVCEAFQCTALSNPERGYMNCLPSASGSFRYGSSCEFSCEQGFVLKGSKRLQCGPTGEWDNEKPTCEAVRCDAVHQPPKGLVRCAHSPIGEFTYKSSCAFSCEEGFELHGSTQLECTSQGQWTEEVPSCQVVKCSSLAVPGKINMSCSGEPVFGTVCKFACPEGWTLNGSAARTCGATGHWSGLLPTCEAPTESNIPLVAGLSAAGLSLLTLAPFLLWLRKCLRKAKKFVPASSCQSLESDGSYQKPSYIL
#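 material = human umbilical vein endothelial cells (HUVEC), E-selectin induction | quantity = 3,000 cells/well | medium = EGM-2 growth medium on 0.1% gelatin-coated wells | technique = immunofluorescence imaging | read-out basis = % PE-positive cells | control set = TNF-alpha positive control, DMSO neutral control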
# XiGFP reactiv: activators of inactive X chromosome reactivation, primary screen, imaging, XiGFP fibroblasts, GFP high-content imaging, set 2; XiGFP mouse fibroblasts, % GFP-positive cells imaging, 3 d; cells co-treated with 5-aza-dC sensitizer; scaled so ellipticine positive control = 100%; activation, % at 7.58 µM; AID 743238, 2013; hit rate 0.055% among 360,000;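 active = mean normalized replicate activation at least 10% and every replicate at or above 10%; inconclusive = only one of the two criteria met; inactive = mean below 10% and not all replicates reach 10%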;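 also: 0% = median of on-plate neutral control wells and 100% = ellipticine 6 µM median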
#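 Assay system: SV40-immortalized XiGFP fibroblast cells, line 68-5-11; buffer or medium: DMEM plus 5-aza-dC sensitizer; compound: one concentration, pinned; timing: compounds 3 days, fix/stain 15 min at room temperature; benchmarks: positive control ellipticine, 6 µM final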
# FN deposition inh: inhibitors of fibronectin matrix deposition, primary screen, AH1F cells, Alexa488-fibronectin fluorescence, plate reader; hit rate 0.086% among 350,000; AID 743247, 2014; inhibition, % at 12.6 µM; AH1F fibroblasts, overnight;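 active = mean inhibition across replicates of 30% or more, regardless of how many single replicates reach that level; inconclusive = mean under 30% yet at least half of replicates reach 30%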;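 also: positive control wells lacked labelled fibronectin entirely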
#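 Assay system: AH1F fibroblasts / Quantity: 10000 cells per well / Medium: DMEM plus 2% serum, read in PBS / Reagent: labelled fibronectin 24 nM / Dosing: single dose, pinned / Times: 1 h cell attachment, overnight exposure to compound and label / Signal: fluorescence, ex 485 nm, em 525 nm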
# Active calls of the source: *; ? = inconclusive. The list is partial. The share of hits here may be higher or lower than overall.
SMILES,E-sel inducer,XiGFP reactiv,FN deposition inh
COc1ccc(/C=N/Nc2cc(C)nc(-n3nc(C)cc3C)n2)cc1,-0.2,-0.1,-6
CCc1ccccc1NS(=O)(=O)c1ccc2[nH]cc(C(=O)NC3CCCC3)c(=O)c2c1,-0.1,0.5,0
C/C(N)=C(/C#N)C(=O)CSc1nc2ccccc2c(=O)n1CCCO,3.1,0.0,1
Cc1nc(SC(C(=O)c2ccccc2)c2ccccc2)nc2ccccc12 (centres undefined),0.2,-0.1,-3
Cc1cc([N+](=O)[O-])ccc1NC(=O)C1CCCO1 (centres undefined),-0.2,0.0,-3
CCCOC(=O)c1ccc(NC(=O)C2C3CCC(C3)C2C(=O)O)cc1 (centres undefined),0.3,0.0,-1
CC(Sc1nc(N)cc(=O)[nH]1)C(=O)Nc1cccc(Cl)c1 (centres undefined),-0.2,0.4,1
O=C(N/N=C/c1cccc([N+](=O)[O-])c1)c1cccs1,?,0.2,2
N#Cc1ccc(N/N=C/c2cn(-c3ccccc3)nc2-c2ccccc2)c([N+](=O)[O-])c1,0.2,0.0,-6
Cn1nc(C(=O)NC(C)(C)C)c2ccccc21,0.1,0.5,-5
O=c1cc(CN2CCN(S(=O)(=O)/C=C/c3ccccc3)CC2)c2ccc(O)cc2o1,-0.1,-0.1,5
COc1ccccc1OCCNC(=O)c1cc(SC)ccc1Cl,-0.2,0.2,11
CC(C)COc1ccc(C(=O)Nc2ccccc2[N+](=O)[O-])cc1,0.1,-0.3,-6
CCCNC(=O)Cn1c(=O)/c(=C\c2ccc(-c3cccc([N+](=O)[O-])c3)o2)s/c1=C\C(=O)C(C)(C)C,0.2,0.0,2
CCCCN(C)CCC(=O)Nc1ccc(F)c(F)c1,1.9,-0.1,3
NC(=S)N=Nc1c(O)[nH]c2cc(F)c(F)cc12,0.1,0.3,1
CC(C)OCCCNC(=O)CCC(=O)NNc1nc2ccccc2c2nc(-c3ccccc3)nn12,-0.3,-0.1,4
CCNc1ccc(C(=O)OCC(=O)NCc2ccccc2Cl)cc1[N+](=O)[O-],0.1,0.0,2
CCn1nc(C)c(C2C(C#N)=C(N)OC3=C2C(=O)CCC3)c1C (centres undefined),3.7,0.0,-1
COc1cccc(/C=N/Nc2ncnc3scc(-c4ccccc4)c23)c1O,-0.1,0.9,3
Cc1cccc(C(O)(C(=O)NNc2ccc3ccccc3n2)c2cccc(C)c2)c1,1.4,-0.4,1
CCc1cc2c(=O)[nH]c(N3CCCC3)nc2s1,-0.3,0.1,-5
NNC(=O)CSc1cccc2cccnc12,-0.3,-0.1,2
O=C(NC1CCCC1)C1CCC(CNS(=O)(=O)c2cccs2)CC1 (centres undefined),-0.3,0.4,-2
Cc1nn(Cc2c(Cl)cccc2Cl)c(C)c1NC(=O)CCCn1nc(C)c([N+](=O)[O-])c1C,0.6,0.0,-1
Cc1nc(-c2ccc(NC(=O)c3ccccc3Br)cc2)cs1,4.7,0.0,3
COc1cc2c(cc1NC(=O)CN(C)Cc1cccc(OC)c1OC)oc1ccccc12,-1.5,0.2,1
COc1ccc(-c2cc(C(F)(F)F)nc(-n3ccnc3C)n2)cc1,0.2,0.0,5
O=C1CCCC(=O)N1c1ccc(Oc2ccc(Cl)cc2)cc1,2.5,0.0,-1
COc1cccc(OCCNC(=O)CSc2ccc(C(F)(F)F)cc2[N+](=O)[O-])c1,-0.2,-0.1,-3
COc1ccc(N2C(=O)CC(SC(C)C)C2=O)cc1 (centres undefined),-0.2,0.5,-4
Cc1ccc(/C=N/Nc2nc3ccccc3s2)o1,2.1,0.7,1
Cc1ccc(S(=O)(=O)Oc2ccc(C3C4=C(CCCC4=O)N(CCC(=O)O)C4=C3C(=O)CCC4)cc2Cl)cc1,0.2,0.4,3
COc1ccc(S(=O)(=O)N2CCN(CCC(=O)Nc3ccc(F)cc3)CC2)cc1,-0.1,0.2,-7
CNC(=S)N/N=C/c1cn(CCOc2ccccc2OC)c2ccccc12,0.6,0.0,-3
Cc1cccc(NC(=S)N/N=C/c2ccc3c(c2)OCO3)c1,0.2,0.2,-6
CCOC(=O)c1cccc(NC(=O)c2cncc(Br)c2)c1,0.1,0.0,-2
N#Cc1cc(-c2ccccc2)nc(Oc2ccc(Cl)cc2)n1,-0.3,0.0,-4
COC(=O)C1CC(=O)c2sccc2C1 (centres undefined),2.9,0.0,3
CCCCCc1nnc(NC(=O)Cn2cnc3ccccc3c2=O)s1,1.8,-0.2,-7
COc1ccc(NS(=O)(=O)c2ccc(N3CCOCC3)c(NC(=O)c3ccc(OC)cc3)c2)cc1,2.0,0.1,-8
Cc1ccc(C(C)C)c(OCCCN(C)Cc2ccccc2)c1,-0.3,0.0,-10
COc1ccc(NC(=O)COC(=O)c2ccc(NS(=O)(=O)/C=C/c3ccccc3)cc2)cc1,0.4,0.0,13
CC(C)c1onc(C(=O)N2CCCCC2)c1[N+](=O)[O-],12,0.0,2
C=C(C)COc1ccc(-c2[nH]ncc2-c2ccc(Br)cc2)c(O)c1,1.4,0.5,2
O=C(OCn1nnc2ccccc2c1=O)c1ccc(N2CCOCC2)c([N+](=O)[O-])c1,-0.1,0.2,-1
O=C(Nc1ccccc1)/C(=C/c1cccnc1)NC(=O)c1ccco1,0.2,0.0,3
Cc1nn(Cc2c(F)c(F)c(F)c(F)c2F)c(C)c1NC(=O)c1ccc(COc2ccc(Cl)cc2Cl)o1,-0.2,0.5,-13

# Reprinted at random: two compounds from above, in no set order.
SMILES,E-sel inducer,XiGFP reactiv,FN deposition inh
C=C(C)COc1ccc(-c2[nH]ncc2-c2ccc(Br)cc2)c(O)c1,1.4,0.5,2
COc1ccc(NS(=O)(=O)c2ccc(N3CCOCC3)c(NC(=O)c3ccc(OC)cc3)c2)cc1,2.0,0.1,-8

# The results go on.
SMILES,E-sel inducer,XiGFP reactiv,FN deposition inh
O=C(N/N=C/c1cccnc1)/C(=C\c1cccs1)NC(=O)c1ccccc1,-0.4,-0.2,2
CC1CN(CC(=O)Nc2ccccc2Sc2ccccc2)CC(C)O1 (centres undefined),0.1,0.2,5
C/C(=N/NC(=O)CN1CCN(S(=O)(=O)c2ccc(Br)cc2)CC1)c1ccco1,-0.2,0.0,5
Cc1ccc([N+](=O)[O-])cc1S(=O)(=O)NCc1cccnc1,9.2,0.0,6
CCn1c2ccccc2c2nnc(SCC(=O)NC3CCS(=O)(=O)C3)nc21 (centres undefined),-0.4,-0.1,-1
COc1ccc(Cc2nnc(N/N=C/c3ccc(O)cc3)[nH]c2=O)cc1OC,1.9,0.3,-7
Cc1ccc(S(=O)(=O)c2nc(-c3ccco3)oc2NCC2CCCO2)cc1 (centres undefined),-0.4,0.0,-10
COc1ccc(C(=O)/C=C/c2ccc(OC3CSC3)cc2)cc1,-0.2,0.2,1
COc1ccc(N2CCN(C(=O)CN(C)S(=O)(=O)c3cnc[nH]3)CC2)cc1,-0.2,0.5,-3
N#C/C(=C\c1ccc(OC(=O)c2cccs2)cc1)c1nc2ccccc2[nH]1,-0.7,0.3,6
COc1ccccc1/C=N/NC(=O)CN(C1=NS(=O)(=O)c2ccccc21)c1ccccc1,0.0,0.1,-7
CCOc1ccc(N2C(=O)/C(=C/c3cccs3)N(C)C2=S)cc1,-0.6,3.2,-9
COc1ccc(O)c(C2=Nc3ccccc3N=C(c3cccs3)C2)c1,0.8,0.1,9
C/C(=N\NC(=O)CCn1nc(C)cc1C)C(C)(C)C,0.5,4.2,3
COc1ccc(/C=C/C(=O)Nc2nc(N)n(-c3ccccc3)n2)cc1,-0.3,-0.1,5
Cc1cc(C)c(S(=O)(=O)NCCCn2ccnc2)c(C)c1,0.5,0.1,13
COc1ccc(C(C(=O)NC2CCCCC2)N(C(=O)CCl)c2ccccc2Cl)cc1 (centres undefined),2.5,-0.1,6
COC(=O)Cn1c(=NC(=O)c2ccc(Cl)s2)sc2cc(F)ccc21,1.4,0.2,-6
COCCn1cnc2c1c(=O)n(CC(=O)OCC(=O)NCC(F)(F)F)c(=O)n2Cc1ccccc1,-0.1,-0.1,-4
Cc1ccccc1C(=O)NC(=S)Nc1ccc(S(=O)(=O)N2CCOCC2)cc1,2.6,-0.1,-6
CCc1c(C)sc(NC(=O)c2ccccc2[N+](=O)[O-])c1C(N)=O,-0.1,0.0,0
CCOC(=O)c1c(C)[nH]c(C)c1C(=O)CSc1nc2ccccc2c(=O)n1-c1ccc(CC)cc1,-0.2,0.0,-1
CCC(C)c1ccccc1NC(=O)COC(=O)c1ccc2[nH]c3c(c2c1)CCCC3 (centres undefined),1.1,0.0,3
CC(C)NC(=O)Nc1ccc2c(c1)C(=O)N([C@@H](C)CO)C[C@H](C)[C@@H](CN(C)C(=O)CCC(F)(F)F)OCCCC[C@@H](C)O2,0.0,0.2,-18
Cc1ccc(S(=O)(=O)Nc2ccccc2CNc2ccc(Br)cn2)cc1,0.0,0.0,1
Cc1ccc(OCC(=O)Nc2ccccc2-c2ccccc2NC(=O)COc2ccc(C)cc2)cc1,-0.1,0.0,7
OC(Cc1cccnc1)(Cc1cccnc1)c1cc2ccccc2[nH]1,3.0,-0.1,-1
COC(=O)/C=C1/N/C(=N\c2nc(C)cc(C)n2)N(c2ccccc2)C1=O,0.0,0.1,5
COc1ccc(C2/C(=C(/O)c3ccc(OC(C)C)cc3)C(=O)C(=O)N2CCCN2CCOCC2)cc1 (centres undefined),0.5,0.0,9
O=C(CN1CCCc2ccccc21)NCc1ccccc1Cl,0.5,0.1,-1
NS(=O)(=O)c1cccc(NC(=O)COC(=O)/C(=C/c2cccs2)c2cccs2)c1,1.5,-0.1,19
COc1cc(C(=O)NCCC(=O)NCCc2ccc(Cl)cc2)cc(OC)c1OC,0.5,0.0,-1
N/C(=N\OC(=O)Oc1ccccc1)c1cccc([N+](=O)[O-])c1,8.8,-0.1,6
COc1ccc2cc3c(N)nn(C(=O)c4cccc([N+](=O)[O-])c4)c3nc2c1,1.3,0.1,5
CCOC(=O)C(Cc1ccccc1)C(=O)Nc1cccc(C)c1 (centres undefined),-0.2,0.0,-3
Cc1ccc([N+](=O)[O-])cc1NC(=S)NC(=O)c1cccs1,0.1,0.0,12
CN(c1cccc(NC(=O)c2ccccc2N(C)S(=O)(=O)c2ccccc2)c1)S(C)(=O)=O,-0.3,0.0,-3
Cc1ccc(C(NC(=O)C(C)C)c2cc([N+](=O)[O-])c3cccnc3c2O)cc1 (centres undefined),2.2,0.3,14
Cc1c(-c2ccccc2)nc2ccccc2c1C(=O)OCC(=O)Nc1ncc(C(F)(F)F)cc1Cl,-0.4,-0.1,-14
Cc1ccc(N2CCN(C3=NC(=O)C(Cc4ccccc4)S3)CC2)cc1 (centres undefined),3.3,0.0,-3
COc1ccc(CCNC(=O)[C@@H]2C[C@H]2c2ccccc2)cc1OC,-0.1,0.1,3
CC(/C=N/NC(=O)c1c(Br)cnn1C)=C\c1ccccc1,-0.1,0.0,-7
C#CC(CC)(CC)NC(=S)Nc1ccc(S(N)(=O)=O)cc1,0.2,-0.2,3
O=Cc1cn(CC(=O)N2CCCCC2)c2ccccc12,0.1,0.5,0
CC(Sc1nnc(-c2ccccc2)c(-c2ccccc2)n1)C(=O)N1CCc2ccccc21 (centres undefined),1.3,0.0,5
C[C@H](CO)N1C[C@H](C)[C@H](CN(C)C(=O)NC2CCCCC2)Oc2c(NC(=O)CCCCCC(=O)Nc3ccccc3N)cccc2C1=O,-0.2,0.0,12

# Entries shown so far with an aryl thioether with sulfur outside any ring:
SMILES,E-sel inducer,XiGFP reactiv,FN deposition inh
C/C(N)=C(/C#N)C(=O)CSc1nc2ccccc2c(=O)n1CCCO,3.1,0.0,1
Cc1nc(SC(C(=O)c2ccccc2)c2ccccc2)nc2ccccc12 (centres undefined),0.2,-0.1,-3
CC(Sc1nc(N)cc(=O)[nH]1)C(=O)Nc1cccc(Cl)c1 (centres undefined),-0.2,0.4,1
COc1ccccc1OCCNC(=O)c1cc(SC)ccc1Cl,-0.2,0.2,11
NNC(=O)CSc1cccc2cccnc12,-0.3,-0.1,2
COc1cccc(OCCNC(=O)CSc2ccc(C(F)(F)F)cc2[N+](=O)[O-])c1,-0.2,-0.1,-3
CC1CN(CC(=O)Nc2ccccc2Sc2ccccc2)CC(C)O1 (centres undefined),0.1,0.2,5
CCn1c2ccccc2c2nnc(SCC(=O)NC3CCS(=O)(=O)C3)nc21 (centres undefined),-0.4,-0.1,-1
CCOC(=O)c1c(C)[nH]c(C)c1C(=O)CSc1nc2ccccc2c(=O)n1-c1ccc(CC)cc1,-0.2,0.0,-1
CC(Sc1nnc(-c2ccccc2)c(-c2ccccc2)n1)C(=O)N1CCc2ccccc21 (centres undefined),1.3,0.0,5

# Screens from PubChem.
